Assay outcomes: PubChem BioAssay, National Center for Advancing Translational Sciences (NCATS)
Peg3 imprint: genomic imprint erasure induction; Potency, µM (series often up to 60.7 µM), for the others: top-dose activity change, positive = activation, actives largely listed as activators; mouse ES Peg3-LacZ reporter, beta-gal luminescence, 40 h; actives 0.02% (n = 110,000); AID 1948;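 also: 0% = negative control wells on the plate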
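Readout: BetaGlo luminescence (5 min, room temp) for LacZ from the normally silent maternal Peg3 allele in female Peg3LacZ-Neo ES cells. Cells 300/well, 40 h, 37C, 5% CO2. Data normalized per plate to negative controls.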
IkB signaling: inhibitors of IkB signaling in ABC-DLBCL cells | ABC-DLBCL IkBa-CBG/CBR dual luciferase ratio, 4 h; response scale: scaled: untreated 0%, proteasome inhibitor 100% | Potency, µM (doses to about 57.1 µM), without a hit: at the highest dose IkBa stabilization activation | actives 0.04% (n = 110,000); active = well fitted curve in the direction sought with a large enough effect in the signal ratio, not every such curve was filed as active; inconclusive = small, poorly fitted or top-dose-only effect, or a change in a side signal; the % refers to the signal ratio;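 also: the direction sought is a rising ratio; 0% = basal untreated cells and 100% = reference inhibitor full response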
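Luminescence ratio of IκBα-fused green versus native red beetle luciferase in OCI-Ly3 cells, 4 h post-doxycycline with compound; red signal alone, scaled from basal (0%) to zero light (-100%), flagged nonspecific or cytotoxic effects.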
p53ts 32C kill: kills p53ts cells at the permissive temperature; AID 924; H1299-p53A138V at 32C, ATP luminescence viability, 24 h; actives 0.93% (n = 130,000); Potency, µM (top dose mostly 46.1 µM), for the others: at the top dose activity change, negative = cytotoxicity, hits mostly cytotoxic;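 also: 0% = DMSO and -100% = full killing by reference compound; nearly all actives have a fitted effect of over 55% in size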
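ATP-content luminescence (ATPlite) read-out after 24 h compound exposure at 32C in H1299-p53A138V cells (600/well). Tested up to 46 uM. Normalized to DMSO (0%) and 100 uM tamoxifen (100% killing); Hill-fit AC50.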
p53ts 39C kill: p53ts cell cytotoxicity, nonpermissive temperature; H1299-p53A138V viability at 39C, ATP luminescence, 24 h; Potency, µM (top dose mostly 46.1 µM), without a hit: at the top dose activity change, negative = cell killing, hits mostly cytotoxic; actives 1.5% (n = 130,000); AID 902; also: nearly all actives have a fitted effect of over 55% in size
* hit, by the source's call; ? = inconclusive; nt = no result given; [ ] = dose if it differs, or a comment. Unless noted, calls follow the shape of the dose curve; as a rule, active = well fitted curve in the direction sought with a large enough effect; inconclusive = small, poorly fitted or top-dose-only effect, or another doubt; inactive = no such curve, though single readings can be large; an effect the other way counts as inactive or inconclusive. Unless noted, % is scaled to controls: 0 for no effect and ±100 for the full control effect; potency is read from the fitted curve at half-maximal effect.

Screens in order: Peg3 imprint | IkB signaling | p53ts 32C kill | p53ts 39C kill
1: CCN(CC)c1ccc(C2Nc3ccccc3-c3cc(C)nn32)cc1 (stereo not drawn)
 : -7.0%[10.9 µM] | ? | -11.8% | 11.7%
2: C=CCNc1nc2c(c(=O)n(C)c(=O)n2C)n1CC
 : -15.5% | -3.5% | 5.7% | 4.3%
3: O=C(CN1CCSCC1)N1CCc2[nH]c3ccc(Br)cc3c2C1
 : -10.8% | ? | 6.3% | -9.5%
4: Cn1c(N2CCCC2)nc2c1c(=O)n(Cc1cccc(F)c1)c(=O)n2C
 : -1.8% | -1.3% | 10.9% | 1.5%
5: Cc1ccccc1S(=O)(=O)Cc1ccc(C(=O)NC2CCC(C)CC2)o1 (stereo not drawn)
 : -9.8%[10.9 µM] | ? | 5.0% | -9.7%
6: CC(C)COc1ccc(C2=NC(c3ccncc3)=Nc3ccc(F)cc3N2)cc1
 : -8.8%[10.9 µM] | -1.5% | -0.5% | -8.5%
7: CCN(Cc1ccccc1)S(=O)(=O)c1ccc(N2CCCCS2(=O)=O)cc1
 : -16.6%[10.9 µM] | ? | -9.6% | -17.9%
8: CC(C)Oc1cccc(-n2c(CCc3c[nH]c4ccc(Br)cc34)nc3ccccc3c2=O)c1
 : -24.4% | ? | 9.7% | 32.4%[activator]
9: Cc1nn(-c2ccccc2)c(OC(=O)c2cccs2)c1S(=O)(=O)c1ccccc1
 : -1.6% | -1.1% | 6.6% | -9.2%
10: CC(C)(C)c1csc(SCC(=O)Nc2ccc(Cl)cn2)n1
 : nt | nt | -19.8% | -9.4%
11: Cc1oc2c(CN3CCOCC3)c(O)ccc2c(=O)c1-c1ccc(Br)cc1
 : -11.2% | 4.0% | -4.0% | 4.4%
12: Cc1ccc(S(=O)(=O)/N=C(/Nc2ccccn2)c2ccc(Cl)cc2)cc1
 : nt | nt | -19.2% | -15.9%
13: N#CC1=C(N)SC(N)=C(C#N)C1c1c(Cl)cccc1Cl
 : -6.4% | ? | 3.2% | 3.4%
14: COCCN1CCc2nc(SCC(=O)Nc3ccc(Br)cc3)[nH]c(=O)c2C1
 : -8.4%[10.9 µM] | -0.2% | -0.9% | 0.2%
15: COc1ccc(C2C=C(c3ccc(F)cc3)Nc3nc(-c4ccc(Cl)cc4)nn32)cc1 (stereo not drawn)
 : 18.8%[10.9 µM] | ? | -15.2% | ?
16: COc1cccc(-n2cc(C(=O)Nc3ccccc3C(N)=O)c3ccccc3c2=O)c1
 : 14.1%[10.9 µM] | ? | -0.2% | -7.9%
17: Cc1cc(N2CCN(C)CC2)nc2ccc(NC(=O)Nc3cccc(Cl)c3)cc12
 : 10.2%[10.9 µM] | -5.2% | ? | 25.1µM*
18: c1ccc2c(c1)Sc1ccccc1-n1cnnc1-2
 : nt | nt | -2.8% | -1.8%
19: CCn1c(CNC(=O)c2ccc(OC)cc2)nnc1SCC(=O)Nc1ccccc1
 : 18.4%[10.9 µM] | -0.3% | -1.2% | -16.0%
20: COc1ccccc1CNc1ncnc2ccc(-c3ccc(N(C)C)cc3)cc12
 : -27.1% | 9.3%[11.4 µM] | 2.1% | -19.9%
21: CCN1C(=O)/C(=C2\SC(=S)N(CC3CCCO3)C2=O)c2ccccc21 (stereo not drawn)
 : 1.2% | 1.6% | -2.0% | 4.9%
22: O=C(CSc1nnc(-c2ccccc2)o1)c1ccc2c(c1)OCCO2
 : -5.3% | -0.1% | 0.9% | -11.5%
23: CN(C(=O)CSc1nnc(-c2ccco2)o1)C1CCCCC1
 : -16.5% | -0.1% | 3.8% | -6.3%
24: Cc1ccc(C)c(Cn2c(=O)cc(C(F)(F)F)c3c(C)nn(C)c32)c1
 : -8.8%[10.9 µM] | -1.0% | 6.6% | -17.9%
25: COc1cccc(/C=C/c2nc(C#N)c(NCCc3ccccc3)o2)c1
 : -10.0%[10.9 µM] | 0.3% | -6.4% | -20.2%
26: CCOC(=O)c1c(C)[nH]c(C)c1S(=O)(=O)NCC(=O)NCc1ccc(C)cc1
 : -8.5%[10.9 µM] | -1.9% | 1.0% | -18.0%
27: CC1(C)SC2C(NC(=O)C(C(=O)O)c3ccccc3)C(=O)N2C1C(=O)O (stereo not drawn)
 : -6.7% | nt | 0.3% | 3.2%
28: COc1ccc(S(=O)(=O)N(C)CC(=O)Nc2ccccc2SC)cc1
 : -6.7% | 1.6% | -3.3% | 1.1%
29: O=C(c1ccco1)N1c2ccccc2Sc2ccccc21
 : -19.3% | ? | 3.3% | -5.8%
30: Cc1ccsc1/C=N/n1c(C2CCCCC2)n[nH]c1=S
 : nt | nt | -9.1% | -0.8%
31: Cc1sc(NC(=O)COc2ccc(C(C)(C)C)cc2)c(C(=O)OC(C)C)c1C
 : 10.4%[10.9 µM] | 2.3% | 10.0% | -11.3%
32: CC[N+](C)(CC)CC(=O)Nc1c(C)cccc1C
 : -3.5% | 0.7% | -8.6% | -8.6%
33: CC(C)C(=O)N[C@@H]1CCCN1C(=O)/C=C\c1ccccc1
 : nt | nt | 0.4%[9.22 µM] | 4.6%[9.22 µM]
34: Cc1ccc(-c2[nH]n3c(=O)c4c(nc3c2C)CCCC4)cc1
 : 6.1% | 1.3% | 7.1% | 1.5%
35: Cc1noc(C)c1S(=O)(=O)Nc1ccc(C(=O)NC2CCCCC2)cc1
 : -14.9% | -0.6% | -10.1% | -6.6%
36: CC(=O)N1CCOc2cc(S(=O)(=O)NCc3ccc(C)cc3)c(Cl)cc21
 : -10.3%[10.9 µM] | -0.7% | -5.6% | -27.7%
37: CCOCc1nnc(NC(=O)c2ccc(OC)cc2)s1
 : nt | nt | -14.3% | -10.2%
38: CCOC(=O)CN1CC23C=CC(O2)C(C(=O)Nc2ccc4c(c2)OCO4)C3C1=O (stereo not drawn)
 : 9.2% | -0.6% | 1.6% | -12.3%
39: COc1cccc(N2CC(O)Cn3c2nc2c3c(=O)n(CCCc3ccccc3)c(=O)n2C)c1 (stereo not drawn)
 : -11.5% | ? | 2.7% | 6.1%
40: Clc1ccccc1COc1ccccc1-c1nnco1
 : -11.4% | -0.3% | 1.0% | -8.3%

41: COc1cccc(CNS(=O)(=O)c2ccc3c(c2)CCN3C(=O)C2CCC2)c1
42: Cc1ccc2oc(=O)n(CC(=O)OC(C)C)c2c1
43: COc1cccc(OC(=O)CSc2nnc(-c3ccccc3OC)o2)c1
44: CC(C)Nc1nc(NC(C)C)nc(N(C)C#N)n1
45: CCc1ccccc1Nc1nn2c(=O)c3ccc(C(=O)Nc4ccc(OC)cc4)cc3nc2s1

Compound | 41 | 42 | 43 | 44 | 45
Peg3 imprint | 23.7%[10.9 µM] | nt | -12.1%[10.9 µM] | -8.0% | 8.9%[10.9 µM]
IkB signaling | -0.3% | nt | -0.6% | -0.5% | -1.9%
p53ts 32C kill | -4.4% | 6.6% | 1.4% | -4.3% | ?
p53ts 39C kill | 3.1% | 3.9% | -3.3% | -2.0% | -3.6%

Given with bars between the fields: part of the list above
no. | mol | Peg3 imprint | IkB signaling | p53ts 32C kill | p53ts 39C kill
41 | COc1cccc(CNS(=O)(=O)c2ccc3c(c2)CCN3C(=O)C2CCC2)c1 | 23.7%[10.9 µM] | -0.3% | -4.4% | 3.1%
42 | Cc1ccc2oc(=O)n(CC(=O)OC(C)C)c2c1 | nt | nt | 6.6% | 3.9%
43 | COc1cccc(OC(=O)CSc2nnc(-c3ccccc3OC)o2)c1 | -12.1%[10.9 µM] | -0.6% | 1.4% | -3.3%

(further entries)
46: COc1cccc(CNC(=O)c2cc3cc(C)ccc3n2C)c1
47: CC(C)c1ccc(NC(=O)Cn2c3ncccc3c(=O)n2-c2ccccc2)cc1
48: N=C(N)SCCc1ccncc1
49: C=CCn1c(SCC(=O)N2CCOCC2)nc2sc3c(c2c1=O)CCCC3
50: Cc1ccccc1Nc1c(-c2ccc(N3CCOCC3)cc2)nc2ccc(Br)cn12

Compound | 46 | 47 | 48 | 49 | 50
Peg3 imprint | -6.4%[10.9 µM] | -7.8%[10.9 µM] | 0.6%[10.9 µM] | -6.4% | -35.9%[inhibitor][10.9 µM]
IkB signaling | -1.5% | -1.2% | 0.9%[11.4 µM] | -3.7% | 1.9%
p53ts 32C kill | ? | 10.6% | -2.1%[9.22 µM] | 2.0% | ?
p53ts 39C kill | ? | -13.8% | 2.3%[9.22 µM] | -3.0% | ?

Gathered by group: the compounds so far containing an aryl thioether with sulfur outside any ring (8)
10: CC(C)(C)c1csc(SCC(=O)Nc2ccc(Cl)cn2)n1
14: COCCN1CCc2nc(SCC(=O)Nc3ccc(Br)cc3)[nH]c(=O)c2C1
19: CCn1c(CNC(=O)c2ccc(OC)cc2)nnc1SCC(=O)Nc1ccccc1
22: O=C(CSc1nnc(-c2ccccc2)o1)c1ccc2c(c1)OCCO2
23: CN(C(=O)CSc1nnc(-c2ccco2)o1)C1CCCCC1
28: COc1ccc(S(=O)(=O)N(C)CC(=O)Nc2ccccc2SC)cc1
43: COc1cccc(OC(=O)CSc2nnc(-c3ccccc3OC)o2)c1

Compound | 10 | 14 | 19 | 22 | 23 | 28 | 43
Peg3 imprint | nt | -8.4%[10.9 µM] | 18.4%[10.9 µM] | -5.3% | -16.5% | -6.7% | -12.1%[10.9 µM]
IkB signaling | nt | -0.2% | -0.3% | -0.1% | -0.1% | 1.6% | -0.6%
p53ts 32C kill | -19.8% | -0.9% | -1.2% | 0.9% | 3.8% | -3.3% | 1.4%
p53ts 39C kill | -9.4% | 0.2% | -16.0% | -11.5% | -6.3% | 1.1% | -3.3%

49: C=CCn1c(SCC(=O)N2CCOCC2)nc2sc3c(c2c1=O)CCCC3

Compound | 49
Peg3 imprint | -6.4%
IkB signaling | -3.7%
p53ts 32C kill | 2.0%
p53ts 39C kill | -3.0%
